# GRP78 ERSR act: ER stress response induction in glioma; U87-MG GRP78 promoter luciferase reporter, 16 h; Potency, µM, for inactives: at the top dose activation, actives largely listed as activators; 420,000 compounds, 0.02% hits; note: potency is the fitted concentration of half-maximal effect; series mostly up to about 76 µM; % of control where 0% means no effect; nearly all actives have a fitted effect of over 35% in size
#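 Stably transfected U87-MG human glioma cells carrying a GRP78-based luminescent sensor were seeded at 1000 cells/well, pin-dosed with compounds and incubated 16 h. Luciferase reagent was then added, and end-point luminescence was read after 10 min at room temperature.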
# APE1 inh: APE1 (human) endonuclease inhibition. P27695. recombinant APE1, TAMRA/BHQ-2 abasic DNA cleavage fluorescence. Potency, µM (titrated, usually from 65.8 µM), for inactives: top-dose activity change, negative = inhibition, hits mostly inhibitors. 350,000 compounds, 0.35% hits;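 note: potency is the fitted concentration of half-maximal effect; plate controls were vehicle for no effect and reference inhibitor for full effect; nearly all actives have a fitted effect of over 55% in size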
#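 Kinetic fluorescence read (525 ex/598 em nm, three reads 60 s apart) of AP-site incision; signal = third minus first read. Enzyme 0.75 nM, dual-labelled THF duplex 50 nM, compound preincubation 15 min RT.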
# POLK inh: inhibitors of human DNA polymerase kappa; Q9UBT6; purified Pol kappa, fluorescent DNA synthesis assay, 10 min; Potency, µM (titrated, usually from 107 µM), without a hit: top-dose activity, negative = inhibition, usual class: inhibitors; 400,000 compounds, 0.53% hits; AID 588579; note: potency is the fitted concentration of half-maximal effect; % is set by controls: 0 for no effect and ±100 for the full control effect
# Target sequence (Q9UBT6 whole entry, looked up): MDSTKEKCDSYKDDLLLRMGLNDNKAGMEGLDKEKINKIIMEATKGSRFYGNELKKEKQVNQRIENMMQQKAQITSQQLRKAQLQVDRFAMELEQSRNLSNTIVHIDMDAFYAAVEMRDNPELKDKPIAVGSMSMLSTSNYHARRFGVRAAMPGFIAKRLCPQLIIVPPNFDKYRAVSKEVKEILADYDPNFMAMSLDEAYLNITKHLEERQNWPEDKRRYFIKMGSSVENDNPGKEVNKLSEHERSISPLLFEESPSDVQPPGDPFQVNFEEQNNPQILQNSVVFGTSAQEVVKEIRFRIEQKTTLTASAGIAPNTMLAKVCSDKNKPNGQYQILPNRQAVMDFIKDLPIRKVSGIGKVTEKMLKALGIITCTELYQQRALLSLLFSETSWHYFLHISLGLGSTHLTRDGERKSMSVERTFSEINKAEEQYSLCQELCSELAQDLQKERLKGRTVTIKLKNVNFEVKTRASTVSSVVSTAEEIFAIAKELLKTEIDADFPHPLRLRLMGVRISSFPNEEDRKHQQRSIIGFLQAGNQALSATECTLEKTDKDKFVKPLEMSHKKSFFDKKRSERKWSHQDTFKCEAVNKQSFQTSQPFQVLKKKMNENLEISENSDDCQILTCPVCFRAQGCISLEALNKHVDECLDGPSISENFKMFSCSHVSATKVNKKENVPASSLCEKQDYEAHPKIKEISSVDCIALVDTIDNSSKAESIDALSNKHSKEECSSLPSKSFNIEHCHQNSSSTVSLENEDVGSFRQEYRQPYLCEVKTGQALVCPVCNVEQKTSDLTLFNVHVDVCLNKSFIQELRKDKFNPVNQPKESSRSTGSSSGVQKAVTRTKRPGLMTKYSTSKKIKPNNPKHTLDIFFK
#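 First, compounds were pin-transferred onto 10 nM Pol kappa. After 15 min at room temperature, substrate was added to 50 nM final. Fluorescence was then measured kinetically at 0 and 10 min.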
# Pol beta inh: inhibitors of human DNA polymerase beta; Pol beta primer extension/strand displacement, fluorescence kinetic; Potency, µM (series often up to 114 µM), inactives show top-dose activity change, negative = inhibition, most hits filed as inhibitors; 340,000 compounds, 1.3% hits; AID 485314; note: potency is the fitted concentration of half-maximal effect; % is set by controls: 0 for no effect and ±100 for the full control effect
#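 Pol beta (10 nM) was preincubated with compound for 15 min at room temperature. The reaction was then started with 50 nM substrate and read immediately and after a further 10 min at room temperature.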
# POLH inh: DNA polymerase eta (human) inhibition; Q9Y253; recombinant Pol eta, fluorescent DNA replication assay; Potency, µM (highest dose often 114 µM), inactives show at the highest dose activity change, negative = inhibition, usual class: inhibitors; 390,000 compounds, 1.2% hits; note: potency is the fitted concentration of half-maximal effect; % is set by controls: 0 for no effect and ±100 for the full control effect
#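 Pol eta at 10 nM preincubated with compounds 15 min at room temperature; reaction started with fluorescent substrate (50 nM final) and read kinetically at 0 and 10 min.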
# BLM inh: blocks DNA unwinding by human BLM helicase | recombinant BLM DNA unwinding, fluorescence dequenching | 350,000 compounds, 0.2% hits | P54132 | Potency, µM (highest dose often 56.1 µM), for inactives: top-dose activity change, negative = inhibition, hits mostly inhibitors;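 note: potency is the fitted concentration of half-maximal effect; plate controls were vehicle for no effect and no enzyme for full effect; nearly all actives have a fitted effect of over 35% in size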
# Anesthetic bind: binds horse apoferritin like a general anesthetic; AID 485281; 350,000 compounds, 0.074% hits; apoferritin/1-aminoanthracene competitive binding, fluorescence; P02791; Potency, µM (top dose mostly 77.5 µM), inactives show top-dose activity change, negative = displacement, actives largely listed as inhibitors; note: potency is the fitted concentration of half-maximal effect; % is set by controls: 0 for no effect and ±100 for the full control effect; nearly all actives have a fitted effect of over 20% in size
# Target sequence (P02791 2-175 limits assumed): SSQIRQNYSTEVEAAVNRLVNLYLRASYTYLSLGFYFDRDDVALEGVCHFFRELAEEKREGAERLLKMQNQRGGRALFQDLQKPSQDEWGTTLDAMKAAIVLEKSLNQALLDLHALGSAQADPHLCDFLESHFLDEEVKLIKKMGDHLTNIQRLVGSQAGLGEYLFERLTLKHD
#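 Read-out: endpoint 1-AMA fluorescence, excitation 380 nm and emission 535 nm, after compounds sit 10 min at room temperature with 10 uM horse-spleen apoferritin in 50% saturated 1-AMA/PBS. Values come from four-parameter Hill fits.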
# LDHA block: inhibitors of human lactate dehydrogenase A. 480,000 compounds, 0.15% hits. P00338. activity change, % (values are at about 110 or 230 µM). purified LDHA, NADH/diaphorase-resazurin fluorescence; active compounds read low; in the data active = activity change below about -30%; inconclusive = mostly about -25% to -30%;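 note: plate controls were DMSO wells for no effect and wells without enzyme for full effect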
#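 Resorufin fluorescence (ex540/em590), read at 0 and 20 min after diaphorase/resazurin addition, reports the NADH left after a 5 min room-temperature reaction of 2 nM human LDH5 with 0.06 mM NADH and 0.2 mM pyruvate.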
# POLI inh: inhibitors of human DNA polymerase iota; Pol iota fluorescent replication assay, 10 min; Potency, µM (doses to about 115 µM), inactives show top-dose activity, negative = inhibition, usual class: inhibitors; 390,000 compounds, 1% hits; note: potency is the fitted concentration of half-maximal effect
#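 Fluorescent replication assay read twice, at 0 min and 10 min after adding 50 nM (final) substrate. Enzyme (10 nM) and compounds were first incubated 15 min at room temperature; enzyme-free buffer wells were negative controls.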
# Active calls of the source: *; ? = inconclusive; . = not tested or not shown; & = joins results of further samples; [ ] = another dose, or the depositor's remark. Unless noted, calls come from the whole dose curve; as a rule, active = well fitted curve in the direction sought with a large enough effect; inconclusive = small, poorly fitted or top-dose-only effect, or another doubt; inactive = no such curve, though single readings can be large; an effect the other way counts as inactive or inconclusive. A portion of the library. The share of hits here may be higher or lower than overall.
# Below each compound: Pol beta inh | LDHA block | GRP78 ERSR act | POLI inh | POLK inh | APE1 inh | POLH inh | BLM inh | Anesthetic bind
Cc1cc([N+](=O)[O-])nn1CCCC(=O)NC(C)c1ccccc1 (configuration not stated)
    3% | -6 | -3% | 113%[activator] | -7% | 7% | 6% | -2% | -3%
Cc1oncc1-c1csc(-c2ccccc2)n1
    -3% | 1 | 2% | 5% | -8% | -2% | -13% | -7% | -20%
CCCCC(=O)NC(c1ccc(C(C)C)cc1)c1ccc2cccnc2c1O (configuration not stated)
    2% | 6 | -7% | ? | ? | 8% | 6% | -2% | -13%
CCOC(=O)CCc1c(C(=O)OCC)[nH]c(CC)c1C(=O)OCc1ccccc1
    -1% | -1 | -6% | 71%[activator] | -4% | 3% | -31% | -13% | 8%
N#Cc1nc(-c2ccccc2F)oc1NCCc1ccccc1
    3% | 7&-4 | 11% | -5% | -11% | 9% | -3% | -17% | -4%
CCOC(=O)C(=O)NCc1ccc(/C=C2/N=C(C)C(C(=O)OCC)=C2O)o1
    ? | 13 | -3% | ? | ? | -2% | -11% | -8% | -7%
CC(OC(=O)/C=C/c1ccccc1)C(=O)NC1CCCCC1C (configuration not stated)
    . | -2 | -4% | -4% | 20% | 15% | -13% | . | .
CC1(C)Nc2ccccc2N(CC(=O)N2CCCCC2)C1=O
    -11% | -8 | -7% | -1% | -12% | 1% | -16% | -6% | -12%
O=C(COc1ccc(Br)cc1)NCCCNC(=O)c1cnccn1
    -3% | -9 | -5% | 39%[activator] | 3% | 29% | -8% | -2% | -10%
Cc1ccc(NC(=O)/C(C#N)=C/c2cccs2)c(C)c1
    -17% | -2 | 10% | 16% | -1% | 2% | -19% | -2% | 13%
O=C(Nc1ccccc1Br)C1CCN(C(=O)Cc2ccccc2)CC1
    6% | -1 | -1% | 23% | -13% | 3% | -6% | 2% | 4%
COc1cc2c(NC3CCN(C)CC3)nc(N3CCN(C)CC3)nc2cc1OCCCN(C)C
    . | 7 | -7% | ? | -20% | . | . | . | .
CCn1c(=O)c(=O)[nH]c2cc(C(=O)N(C)Cc3ccc(OC)c(F)c3)ccc21
    42% | 0 | -2% | -21% | 2% | 26% | -29% | -2% | -10%
CC(=O)N1CCC(=NNc2ccc(S(=O)(=O)N3CCOCC3)cc2[N+](=O)[O-])CC1
    -5% | 4 | -1% | 24% | 4% | -1% | -3% | -2% | -8%
COC(=O)C1Cc2c([nH]c3ccccc23)CN1 (configuration not stated)
    96% | -4 | 5% | 25% | -3% | -3% | -11% | -4% | -9%
CC(=O)O/C(=C\c1cn(C(C)=O)c2ccccc12)C(=O)O
    0% | -2 | 5% | 26% | 6% | 6% | 7% | -2% | -7%
O=C(c1ccc2c(c1)OCCO2)N(Cc1cccnc1)c1nc2ccc(Cl)cc2s1
    -2% | -3 | 2% | -10% | 0%[60.1 µM] | . | -2% | -2% | -4%
COc1ccc2c(c1)C(C1=C(O)CC(C)(C)CC1=O)C1=C(CC(C)(C)CC1=O)O2 (configuration not stated)
    11% | 2 | 2% | -12% | 1% | 3% | -11% | -5% | -5%
C=Cc1ccc(C(=O)N2CCCC(Nc3ccc4c(c3)OCCO4)C2)cc1 (configuration not stated)
    31% | 10 | -2% | 10% | -4% | 33% | -16% | -3% | -22%
Cc1nn(C)cc1CNC(=O)C1(C)CC1(Cl)Cl (configuration not stated)
    19% | 1 | -4% | -13% | -2% | 5% | -11% | -2% | -14%
CC(C)CC1NC(=O)N(CC(=O)N2CCCc3ccccc32)C1=O (configuration not stated)
    7% | -6 | -3% | 37%[activator] | -1% | 2% | -8% | 2% | -5%
Cc1ccc(S(=O)(=O)/N=C2\SC(CC(=O)Nc3ccc(F)cc3)C(=O)N2c2ccccc2)cc1 (configuration not stated)
    15% | -4 | -2% | 5% | -6% | 5% | -12% | -11% | -10%
Cc1nn(CC(=O)NC2CC2)c(C)c1S(=O)(=O)NC(C)(C)C
    . | -5 | -4% | 68%[activator] | -11% | 6% | -24% | . | .
Cc1cc(NC(=O)c2ccco2)ccc1NC(=O)c1ccco1
    0% | -6 | 0% | 117%[activator] | -7% | 10% | ? | -1% | 2%
COc1cccc(C(=O)NC(=S)Nc2ccccc2N2CCOCC2)c1
    4% | -8 | -3% | 15% | -23% | 10% | -28% | -9% | ?
CN(C)/C=C/C(=O)c1cc(F)cc(C(F)(F)F)c1
    -28% | -7 | -3% | 75%[activator] | -10% | 4% | -15% | -7% | ?
COc1ccc2c(c1)C(NC(=O)C(F)(F)F)CC2=O (configuration not stated)
    -25% | 0 | 0% | -4% | -9% | -1% | -2% | -3% | -1%
Cc1ccc(C(=O)OCC(=O)N2CCC(c3ccccc3)=N2)cc1
    . | -3 | 1% | 2% | -2% | -17% | -21% | . | .
COc1ccc(-c2cn3cc([N+](=O)[O-])ccc3n2)cc1OC
    -15% | 4 | -2% | 7% | -8% | -5% | -22% | -7% | -14%
COc1ccc(CCNC(=O)CSc2cn(Cc3cccc(C)c3)c3ccccc23)cc1OC
    -28% | -4 | -2% | 1% | -22% | ? | -18% | 0% | 10%

# By substructure, the entries above with bromine.
# Below each compound: Pol beta inh | LDHA block | GRP78 ERSR act | POLI inh | POLK inh | APE1 inh | POLH inh | BLM inh | Anesthetic bind
O=C(COc1ccc(Br)cc1)NCCCNC(=O)c1cnccn1
    -3% | -9 | -5% | 39%[activator] | 3% | 29% | -8% | -2% | -10%
O=C(Nc1ccccc1Br)C1CCN(C(=O)Cc2ccccc2)CC1
    6% | -1 | -1% | 23% | -13% | 3% | -6% | 2% | 4%

# Next section
# Below each compound: Pol beta inh | LDHA block | GRP78 ERSR act | POLI inh | POLK inh | APE1 inh | POLH inh | BLM inh | Anesthetic bind
COc1ccccc1C(=O)OCC(=O)NC(=O)NCc1ccccc1
    12% | 0 | -3% | -10% | -15% | -3% | 2% | -4% | -18%
CN(C)c1ccc(Nc2ccc([N+](=O)[O-])cn2)cc1
    2% | 3 | 4% | ? | -7% | 1% | -4% | -2% | -8%
O=c1cc(-c2ccccc2)[nH]c2ccccc12
    47% | -11 | -5%&-5% | 9% | -4%&-6% | -5% | -2% | 5% | -8%
CNC(=O)c1cc(S(=O)(=O)Nc2ccc3c(c2)OCO3)ccc1C
    32%[activator] | 9 | -3% | 1% | -2% | -7% | -9% | -3% | -2%
O=C(NC1CCCCCC1)c1ccc2nc3cc(Cl)ccc3c(=O)n2c1
    1% | -2 | -1% | 93%[activator] | 0% | ? | -17% | -2% | -6%
COc1cccc(CNC(=O)c2cc(S(=O)(=O)N3CCCCCC3)cn2C)c1
    1% | -2 | 0% | 4% | -4%[60.1 µM] | . | -15% | -1% | 66%[activator]
CCC/C=C(\CCC)C(NC(=O)c1ccc(C(=O)OC)cc1)c1ccc(C(=O)OC)cc1 (configuration not stated)
    . | -1 | 6% | -6% | -8% | 0% | -21% | -12% | -17%
CCSc1ccccc1C(=O)N1CCN(Cc2ccc3c(c2)OCO3)CC1
    4% | 1 | -3% | -6%[58.9 µM] | 0% | 17% | 1% | -6% | -10%
CCCN1CCN(S(=O)(=O)c2ccc3c(c2)CCC(=O)N3)CC1
    . | -2 | -5% | 41%[activator] | 1% | 48%[activator] | -18% | . | .
C=CCn1c(CNC(=O)c2ccco2)nnc1SCC(=O)Nc1cccc(F)c1
    26% | 1 | 12% | 40%[activator] | -6% | 17% | -12% | -9% | -4%
Cc1ccc(C)c(OCC(=O)Nc2c[nH]c(=O)[nH]c2=O)c1
    1% | -3 | -2% | -3% | -4% | 6% | ? | 2% | -2%
Cc1csc(NC(=O)CCC(=O)N(CC(=O)NC2CCCC2)Cc2ccccc2)n1
    35% | -6 | ? | 32%[activator] | -5% | 3% | -20% | -1% | -9%
Nc1cc[n+](CC(=O)Nc2ccccc2)cc1
    -1% | -5 | -3% | 11% | 0% | 7% | -3% | -1% | 0%
O=[N+]([O-])c1ccccc1N/N=C1\CCc2ccccc21
    -3% | -5 | 6% | 73%[activator] | -2% | 8% | -7% | -4% | -10%
O=C(O)CCC(=O)NCc1c(Cl)cccc1Sc1ccc(Cl)cc1
    11% | -10 | -5% | 122%[activator] | 2% | -3% | -15% | -11% | 7%
COc1ccc2c(C)cc(SCc3c(C)noc3C)nc2c1
    ? | 0 | 5% | ? | -7% | -9% | -7% | -12% | -17%
Cc1cc(N)n2ncc(-c3ccc(Cl)cc3)c2n1
    5% | 2 | 6% | 0% | -4% | -2% | -16% | -9% | -12%
COc1cccc(Cn2c(C)c(CNC3CCCCC3)c(C(=O)O)c2C)c1
    3% | 0 | -5% | 15% | 0% | . | -9% | 1% | -5%
O=C(NCC1CCCO1)C1CCC(CNS(=O)(=O)c2ccccc2)CC1 (configuration not stated)
    -10% | -3 | -5% | -2% | 9% | 1% | -15% | 2% | -7%
CN(c1ccccc1)S(=O)(=O)c1ccc(Cl)c(C(=O)Nc2ccc(-c3nc4ccccc4[nH]3)cc2)c1
    22% | -5 | -3% | 15% | -20% | 1% | -25% | -4% | -2%
CC(Oc1ccc2ccccc2c1)C(=O)N/N=C/c1cccnc1 (configuration not stated)
    51% | -2 | -3% | 44%[activator] | -2% | -2% | -18% | 0% | -5%
CC(C)C(=O)Nc1nnc(COc2ccc(Cl)cc2)s1
    1% | -1 | 1% | 8% | -7% | -9% | -4% | -2% | -3%
CCC1=Nc2ccccc2NC2=C1C(=O)CCC2
    15% | 17 | 4% | -9% | -8% | 8% | -15% | -9% | -5%
COC(=O)C1=C(C)N(Cc2ccccc2)C2=C3C(=O)OCCC3[C@@](O)(C(=O)OC)C(=O)N2C1c1ccccc1 (some centres not stated)
    . | . | -4% | . | . | 29%[12.4 µM] | . | 3%[12.4 µM] | -1%[15.3 µM]
O=C(N/N=C/c1cn(-c2cccs2)nc1-c1ccccc1)c1ccccc1O
    -3% | 3 | -1% | -7% | -9% | 2% | -12% | 20µM* | 18%
COc1ccc(-c2nc(=S)c3c(n2CCN2CCOCC2)CC(C)(C)OC3)cc1
    16% | -2 | -3% | -1% | -9% | 30% | -17% | -2% | -5%
C=CCOn1c(=O)c(-c2ccc(F)cc2)[n+]([O-])c2ccccc21
    -24% | -3 | -4% | -16% | -25% | 21% | -18% | 2% | -2%

# Screens from PubChem.
